aGal spleen mod – inhibitors or activators of human alpha-galactosidase in spleen homogenate | P06280 | human spleen homogenate, 4MU-alpha-Gal fluorescence, 40 min | Potency, µM (titrated, usually from 80 µM), for the others: at the highest dose activity change, negative = inhibition, hits mostly inhibitors | hit rate 0.008% among 240,000;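 note: 0% = enzyme with vehicle and -100% = no enzyme basal signal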
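Inhibition or activation of alpha-galactosidase in human spleen homogenate is scored by 4-MU fluorescence after 40 min at 37C, pH 5.0, with 1 mM substrate. AC50s come from concentration-response fitted to the Hill equation.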
GAA inhib – blocks human lysosomal alpha-glucosidase; P10253; purified human GAA, 4-MU-alpha-glucoside fluorescence; Potency, µM (top dose mostly 76.9 µM), for the others: top-dose activity change, negative = inhibition, most hits filed as inhibitors; hit rate 0.005% among 200,000;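 note: plate controls were uninhibited enzyme wells for no effect and no-enzyme background for full effect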
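Enzyme (4 nM final) mixed with compound (up to 77 uM), then 4-MU-alpha-D-pyranoside (400 uM final) added; 20 min at room temperature, pH 5.0. Reaction stopped at pH 10, fluorescence read, AC50 derived by Hill fit.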
JMJD2E inh – blocks human JMJD2E demethylase activity; hit rate 1.6% among 230,000; Potency, µM (titrated, usually from 57.1 µM), for the others: at the top dose activity change, negative = inhibition, hits mostly inhibitors; AID 2147; JMJD2E catalytic domain, FDH-coupled NADH fluorescence (FDH is formaldehyde dehydrogenase); active = well fitted inhibition curve with a large enough effect, not every such curve was filed as active; inconclusive = small, poorly fitted or top-dose-only effect, or another doubt; inactive = no such curve, though single readings can be large or run the other way;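 note: 0% = wells with enzyme and -100% = buffer wells without enzyme; nearly all actives have a fitted effect of over 50% in size; many of its hits are not listed in these tables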
Target sequence (B2RXH2 1-337 limits assumed): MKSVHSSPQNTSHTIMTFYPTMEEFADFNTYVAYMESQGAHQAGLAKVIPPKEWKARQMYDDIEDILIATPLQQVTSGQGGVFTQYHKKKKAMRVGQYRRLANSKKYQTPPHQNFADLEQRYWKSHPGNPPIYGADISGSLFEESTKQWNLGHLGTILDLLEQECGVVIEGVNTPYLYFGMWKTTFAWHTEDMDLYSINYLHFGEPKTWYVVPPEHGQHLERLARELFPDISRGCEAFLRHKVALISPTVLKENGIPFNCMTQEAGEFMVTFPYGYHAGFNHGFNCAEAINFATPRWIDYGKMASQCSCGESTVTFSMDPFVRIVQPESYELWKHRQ
SMN2 splice up – enhancers of SMN2 splice variant expression; hit rate 2.8% among 210,000; Potency, µM (series often up to 46.1 µM), for inactives: at the highest dose activity change, positive = activation, hits mostly activators; AID 1458; HEK293 SMN2-luciferase splicing reporter, luminescence, 30-36 h; note: % of control where 0% means no effect; nearly all actives have a fitted effect of over 55% in size
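HEK293 cells carry an SMN2 […]–luciferase reporter in which exon 7 inclusion puts luciferase in frame. Cells were plated 10-12 h before compound addition, then incubated 30-36 h at 37C. ONE-Glo luminescence was read; sodium butyrate at 4.5 mM final served as control.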
ALDH1A1 block – inhibitors of human aldehyde dehydrogenase 1A1 | P00352 | Purified ALDH1A1, NADH fluorescence, propionaldehyde substrate | Potency, µM (top dose mostly 75.3 µM), inactives show at the highest dose activity, negative = inhibition, usual class: inhibitors | hit rate 7.3% among 220,000; active = well fitted inhibition curve with a large enough effect, not every such curve was filed as active; inconclusive = small, poorly fitted or top-dose-only effect, or another doubt; inactive = no such curve, though single readings can be large or run the other way;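 note: plate controls were no enzyme wells and a reference inhibitor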
Target sequence (P00352 whole entry, looked up): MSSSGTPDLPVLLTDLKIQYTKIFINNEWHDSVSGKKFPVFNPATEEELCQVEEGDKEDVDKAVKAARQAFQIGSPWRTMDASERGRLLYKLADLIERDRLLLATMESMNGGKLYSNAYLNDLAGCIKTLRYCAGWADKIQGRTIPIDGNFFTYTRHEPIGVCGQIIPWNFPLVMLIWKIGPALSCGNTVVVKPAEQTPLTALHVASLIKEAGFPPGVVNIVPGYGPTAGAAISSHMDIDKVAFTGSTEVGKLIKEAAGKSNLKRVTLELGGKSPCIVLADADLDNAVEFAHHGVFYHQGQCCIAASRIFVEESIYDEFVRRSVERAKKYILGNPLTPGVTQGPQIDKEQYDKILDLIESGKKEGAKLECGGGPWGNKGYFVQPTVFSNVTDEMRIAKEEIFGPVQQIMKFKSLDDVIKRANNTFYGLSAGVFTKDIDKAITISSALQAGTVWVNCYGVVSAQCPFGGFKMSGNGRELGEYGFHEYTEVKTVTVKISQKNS
GoLoco inh red – inhibitors of human Gai1-RGS12 GoLoco interaction (red fluorophore). Potency, µM (series often up to 61.6 µM), without a hit: at the top dose activity, negative = inhibition, usual class: inhibitors. hit rate 0.44% among 230,000. AID 880. Gai1:RGS12 GoLoco peptide FP, rhodamine, 10 min; active = well fitted inhibition curve with a large enough effect, not every such curve was filed as active; inactive = no such curve, though single readings can be large or run the other way; note: % is set by controls: 0 for no effect and ±100 for the full control effect; nearly all actives have a fitted effect of over 30% in size; many of its hits are not listed in these tables
aGlu spleen mod – inhibitors or activators of human alpha-glucosidase in spleen homogenate. P10253. human spleen homogenate, 4-MU-alpha-glucoside fluorescence. Potency, µM (highest dose often 79.9 µM), inactives show at the highest dose activity change, negative = inhibition, actives largely listed as inhibitors. hit rate 0.006% among 240,000. AID 2112;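 note: 0% = enzyme with vehicle and -100% = no enzyme basal signal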
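Human spleen homogenate (1 ug) with 4-methylumbelliferyl-alpha-D-glucopyranoside (1 mM final) in 50 mM citrate/phosphate pH 5.0, 0.01% Tween-20; 40 min at 37 C. Stopped at pH 10; 4-MU fluorescence Ex 365/Em 440 nm; AC50 by Hill fit.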
GAA glycogen – GAA glycogen-cleavage inhibition or activation. recombinant GAA, glycogen substrate, Amplex Red glucose oxidase fluorescence. Potency, µM (doses to about 76.4 µM), inactives show top-dose activity change, negative = inhibition, hits mostly inhibitors. hit rate 0.38% among 300,000;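 note: 0% = full enzyme reaction and -100% = no-enzyme basal signal; the screen sought inhibitors and activators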
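Recombinant human alpha-glucosidase (4 nM final) hydrolysed bovine liver glycogen (30 ug) for 40 min at 37 C in pH 5.0 citrate/phosphate with 0.01% Tween-20. Released glucose detected by glucose oxidase/Amplex Red, Ex 573/Em 610 nm. Compounds up to 77 uM; AC50 from Hill fits.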
The depositor's hits bear a star; ? = inconclusive; · = no result given; [ ] = remark or other dose. Unless noted, calls come from the whole dose curve; as a rule, active = well fitted curve in the direction sought with a large enough effect; inconclusive = small, poorly fitted or top-dose-only effect, or another doubt; inactive = no such curve, though single readings can be large; an effect the other way counts as inactive or inconclusive. Potency is the fitted concentration of half-maximal effect. These rows are one share of the data; rates above refer to the full screens.

SMILES	aGal spleen mod	GAA inhib	JMJD2E inh	SMN2 splice up	ALDH1A1 block	GoLoco inh red	aGlu spleen mod	GAA glycogen
COc1ccc(CSc2nncn2C)cc1[N+](=O)[O-]	-2%	7%	-7%	53%	20µM*	7%	-6%	3%
COc1ccc2[nH]cc(C(=O)CN(C)CCc3ccc(OC)c(OC)c3)c2c1	-3%	-4%	-3%	8%	?	-17%	-1%	-2%
Cc1ncc(CN=Cc2ccc(Cl)cc2)c(N)n1	12%	·	-4%	-16%[9.22 µM]	6%[13.5 µM]	1%[14.2 µM]	0%	6%
CCn1cc(C(=O)O)c(=O)c2cc(F)c(N/N=C/c3ccccc3[N+](=O)[O-])cc21	-1%	0%	10%	-27%	-2%	0%	-6%	7%
CCOC(=O)Cc1csc(NC(=O)Cc2ccc(C)cc2)n1	6%	1%	-2%	-1%	0%	1%	·	5%
Nc1ccccc1SCC1CSc2nc3ccccc3c(=O)n21 (stereo not given)	6%	5%	-37%	-2%	?	11%	-11%	13%
COC(=O)c1ccc(NC(=O)C2CCCO2)cc1 (stereo not given)	-16%	7%	4%	4%	-1%	-2%	1%	2%
O=C(Cc1cccc2ccccc12)NC(=S)Nc1cccc(C(=O)O)c1	3%	6%	-4%	0%	-7%	4%	-1%	-17%
FC(F)C(F)(F)c1cc(-c2ccccc2)n[nH]1	-1%	·	-5%	·	·	-10%	5%	1%
CCOC(=O)c1c(C)[nH]c(C(=O)COC(=O)C(C)N2C(=O)C3CCCCC3C2=O)c1C (stereo not given)	3%	-4%	-3%	7%	-5%	-4%	-1%	-4%
O=C(CCCCCNC(=S)Nc1ccc(Cl)cc1)C[N+](=O)[O-]	-10%	4%	2%	9%	10µM*	5%	-4%	1%
CCN(C(=O)c1ccc(Cl)c([N+](=O)[O-])c1)c1ccccc1	3%	-11%	-2%	-66%[inhibitor]	13µM*	-1%	2%	8%
c1ccc(-n2nnnc2-c2cccnc2)cc1	-3%	2%	-12%	2%	?	-15%	-6%	0%
Cc1ccsc1C(=O)N/N=C/C=C/c1ccccc1[N+](=O)[O-]	4%	0%	-3%	-6%	?	5%	-2%	5%
Cc1ccc(C)c(NC(=S)c2ccc3ccccc3n2)c1	-2%	-6%	5%	11µM*	5%	11%	5%	10%
Cc1nc(N)nc(Nc2ccc(Cl)cc2)c1Br	-6%	-2%	0%	-24%	5%	3%	-4%	-13%
Cc1nc2cc(C(=O)OCC(=O)NC34CC5CC(CC(C5)C3)C4)ccc2n1-c1ccccc1	-22%	-9%	2%	6%	?	5%	-5%	3%
O=C(CSc1cccc[n+]1[O-])Nc1ccc(N2CCOCC2)cc1	5%	10%	1%	-6%	?	1%	13%	0%
NNC(=O)c1ccc(Cn2cc(Cl)cn2)o1	6%	-4%	14%	·	-7%	6%	3%	-24%
CC(C)(C)NC(=O)/C=C/c1cccs1	11%	4%	-1%	-1%	7%	4%	5%	8%
O=C(NCC12CC3CC(CC(C3)C1)C2)c1cc2n(n1)C(C(F)(F)F)CC(c1ccco1)N2 (stereo not given)	10%	-6%	-6%	-29%	-3%	5%	-9%	-5%
CCOC(=O)N1CCN(C(=O)CSCC(=O)Nc2nc(-c3ccc(OC)cc3)cs2)CC1	9%	-5%	-4%	?	-5%	12%	0%	-11%
O=S(=O)(c1cccs1)N1CCN(CC(O)COc2cc(Cl)ccc2Cl)CC1 (stereo not given)	-11%	-10%	-4%	-94%[inhibitor]	?	9%	-6%	4%
CCSc1nnc(NC(=O)c2ccccn2)s1	1%	-3%	-5%	4µM*	?	3%	-7%	2%
Cc1cccc(C(=O)NC(=S)Nc2ccc3[nH]c(=O)[nH]c3c2)c1	-9%	4%	-3%	9%	?	6%	12%	-1%
O=c1c2c(nc3nc(NCc4cccc(Cl)c4)[nH]n13)CCC2	0%	0%	5%	3%	3%	8%	-17%	-1%
Cn1ncc2c(NNC(=O)Cc3ccccc3)ncnc21	11%	11%	-7%	-6%	8%	-4%	12%	4%
CCOC(=O)CN1C(=O)N[C@@H](c2ccc(Br)cc2)C(C(=O)OC)=C1C	-4%[17.5 µM]	·	4%[11.4 µM]	-3%[9.22 µM]	-3%[13.5 µM]	3%[14.2 µM]	3%[17.4 µM]	3%
N#Cc1c(-c2ccccc2)c(-c2ccccc2)nn(CC(=O)NNC(=O)Nc2ccc(Cl)cc2)c1=O	5%	·	-11%	·	·	2%	5%	-7%
CCN(CC)S(=O)(=O)c1cccc(C(=O)/C=C2/N(C)c3ccccc3C2(C)C)c1	4%	0%	?	-58%[inhibitor]	-10%	-1%	-5%	-7%
FC(F)(F)c1ccccc1-c1cncnc1NCc1cccs1	18%	·	·	·	?	-2%	6%	·
CCOc1cc(-c2nc3cc(C)ccn3c2NCC2CCCO2)ccc1O (stereo not given)	-2%	-11%	?	-4%	?	-6%	-6%	?
COc1ccc(OC)c2c(C)cc(NCCN3CCOCC3)nc12	0%	1%	?	9%	?	3%	-2%	5%
CN1CCN(Cc2c(O)ccc3cc(Br)ccc23)CC1	-5%	4%	?	5%	25µM*	7%	-2%	-1%
CCSc1ccccc1C(=O)Nc1cc(OC)c(OC)c(OC)c1	-5%	2%	-2%	10%	?	-25%	-2%	8%
Cc1occc1C(=O)N/N=C/c1ccc2c(c1)OCO2	-1%	·	-13%	·	·	5%	-2%	2%
CCOc1ccc(C(C)NC(=O)Cc2ccccc2F)cc1OCC (stereo not given)	-4%	-7%	-1%	1%	8%	10%	-2%	4%
COc1cccc(Oc2ccc(OC)cc2C(=O)O)c1	9%	2%	?	·	2%	2%	-16%	3%
COc1ccc(C2=NC(=O)NC2c2ccc(OC)cc2)cc1 (stereo not given)	1%	·	?	·	·	5%	5%	?
Cc1cc(C(=O)OCC(=O)NC2CCS(=O)(=O)C2)c2ccccc2n1 (stereo not given)	-6%	17%	?	1%	-9%	13%	-2%	6%
C=C(C(C)=O)C(O)c1ccc2ccccc2c1 (stereo not given)	-6%	·	0%	1%	-7%	-4%	5%	·
CCOC(=O)c1sc(NC(=O)CNCc2ccccn2)c(C(=O)OCC)c1C	-3%	-4%	5%	·	?	-2%	8%	-1%
CCC(C)c1ccc2oc(-c3ccc(NC(=O)c4ncn[nH]4)cc3)nc2c1 (stereo not given)	0%	-9%	?	26%	?	16%	-1%	9%
COC(=O)c1cc2c(s1)-c1cc(F)ccc1OC2	7%	?	?	·	?	-7%	-5%	-10%
CCN1C(=O)c2cccc3c(NC(=O)c4ccc(S(=O)(=O)N5CCOCC5)cc4)ccc1c23	0%	-3%	3%	?	2µM*	0%	-1%	-6%
C=CCNc1nc(N2CCOCC2)c(C#N)c2c1CN(C)CC2	9%	3%	?	·	?	·	-2%	13%
Cc1cc(Cl)ccc1NC(=S)N1CCN(C(=O)C2CCCO2)CC1 (stereo not given)	19%	1%	0%	?	3%	-2%	1%	5%
CCN(C(=O)CSc1ccc2ccccc2c1)C1CCS(=O)(=O)C1 (stereo not given)	8%	-6%	1%	-13%	-12%	5%	-21%	-6%
COc1ccc(N=Cc2ccc(CNS(=O)(=O)c3ccc(Cl)cc3)o2)cc1	-17%	-1%	-7%	1%	9%	-15%	1%	?
COC(=O)c1ccccc1N=Nc1c(C)n[nH]c1C	4%	·	-3%	·	·	10%	-2%	5%
COc1ccccc1CNC(=O)CCc1c(C)nc2cc(-c3ccccc3OC)nn2c1C	12%	·	?	-7%	·	5%	-1%	6%
CCOC(=O)c1c(C)[nH]c(C(=O)NNC(=O)c2ccc(C(C)(C)C)cc2)c1C	-15%	-9%	-6%	19%	3%	20%	-6%	8%
CCc1nnc(NS(=O)(=O)c2ccc(N/C=C\C(=O)c3ccc(F)cc3)cc2)s1	4%	-2%	?	-1%	?	12%	2%	-3%
COc1ccc(Nc2oc(-c3ccc(F)cc3)nc2C#N)cc1	6%	?	·	·	-15%	13%	8%	?
O=C(c1ccncc1)N1CCC2(CCCN(Cc3nccs3)C2)CC1	-19%	·	·	-9%	8%	5%	-12%	·
Nc1c(-c2ccccc2)cnc2ncnn12	-11%	-7%	-3%	-2%	-5%	6%	-5%	-7%
CN(C)CCN(C)Cc1ccccc1Sc1cccc2ccccc12	0%	-3%	-3%	-24%	?	13%	-4%	5%
COC(=O)COc1ccc(S(=O)(=O)N2CCCCC2)cc1[N+](=O)[O-]	1%	2%	1%	0%	-17%	-2%	-3%	1%
CC(/C=C/c1ccccc1)=N\NC(=O)c1cc(C)[nH]n1	1%	-2%	-4%	0%	1%	3%	2%	1%
c1ccc(CCNc2nc3ccccc3s2)cc1	5%	-4%	2%	-12%	4%	11%	-2%	7%
Next compounds follow.
SMILES	aGal spleen mod	GAA inhib	JMJD2E inh	SMN2 splice up	ALDH1A1 block	GoLoco inh red	aGlu spleen mod	GAA glycogen
CCOc1ccc(C(=O)OCn2nnc3ccccc3c2=O)cc1OC	2%	2%	0%	5%	-2%	-1%	-5%	-2%
CCc1ccc(OCCCOc2ccc(C=O)cc2)cc1	3%	-9%	0%	-37%[inhibitor]	?	5%	-1%	-15%
COc1cc(OC)c2c(N)c(C#N)c(C(F)(F)C(F)(F)F)nc2c1	7%	-2%	?	-20%	?	-2%	-11%	10%
COc1ccc2oc(=N)c(-c3nnc4n3CCCCC4)cc2c1	4%	1%	?	-11%	?	14%	1%	-13%
CC(C)C(c1nnnn1C1CCCC1)N1CCOCC1 (stereo not given)	-1%	-3%	7%	0%	9%	-1%	-7%	1%
Cc1nc2c(cc1C(=O)N/N=C/c1ccc([N+](=O)[O-])cc1)c(=O)n(C)c(=O)n2C	0%	-30%	16%	17%	2%	-9%	-5%	6%

Some of these compounds in order of length of the SMILES, lowest first.
SMILES	aGal spleen mod	GAA inhib	JMJD2E inh	SMN2 splice up	ALDH1A1 block	GoLoco inh red	aGlu spleen mod	GAA glycogen
CC(C)C(c1nnnn1C1CCCC1)N1CCOCC1 (stereo not given)	-1%	-3%	7%	0%	9%	-1%	-7%	1%
COc1ccc2oc(=N)c(-c3nnc4n3CCCCC4)cc2c1	4%	1%	?	-11%	?	14%	1%	-13%
Cc1nc2c(cc1C(=O)N/N=C/c1ccc([N+](=O)[O-])cc1)c(=O)n(C)c(=O)n2C	0%	-30%	16%	17%	2%	-9%	-5%	6%

High-throughput results: PubChem BioAssay, National Center for Advancing Translational Sciences (NCATS)
